# Screens from PubChem BioAssay.
# Tat export inh = E. coli Tat transport inhibition; inhibition, % at 10 µM; actives 0.036% (n = 340,000); AID 488895; E. coli MC4100 TorA-mCherry Tat export, fluorescence;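 active means mean replicate inhibition at least 50% and at least half of replicates individually reaching 50%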;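 further: exported cargo escapes ClpAP degradation while cytoplasmic cargo is degraded and loses fluorescence; 0% = median of neutral control wells and 100% = median of NaSCN control wells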
# phage Ecoli inh = E. coli growth loss with phage present; actives 0.26% (n = 360,000); growth absorbance; inhibition, % at 11.9 µM; in the data active means inhibition above about 11%
# MOR-DOR inv ag = inverse agonist of human OPRM1-OPRD1 heterodimerization; P35372+P41143; cell-based MOR-DOR heterodimer luminescence, inverse agonism; inhibition, % at 9.3 µM; actives 0.21% (n = 340,000); in the data active means inhibition above about 22%, passing the limit was not always enough;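 further: 0% = cells with DMSO and 100% = wells without cells with DMSO; values of inactives mirror those of a sister screen read the other way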
# PKA-R2B activ = PKA-R2B complex activation; actives 0.079% (n = 340,000); activation, % at 11.4 µM; PKA-R2B holoenzyme dissociation, Cy5-IP20 fluorescence polarization; R2B truncated from residue 108, S112A mutant; 0% DMSO only, 100% 113 µM cGMP; P22694+P31323;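 active means activation above a cutoff set at the mean over all compounds plus 3 SD, cut at about 18% in these data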;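 further: higher means more holoenzyme dissociation and a rise in polarization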
# Target sequence (P31323 whole entry, looked up, other chains not shown, the tested form may be a part): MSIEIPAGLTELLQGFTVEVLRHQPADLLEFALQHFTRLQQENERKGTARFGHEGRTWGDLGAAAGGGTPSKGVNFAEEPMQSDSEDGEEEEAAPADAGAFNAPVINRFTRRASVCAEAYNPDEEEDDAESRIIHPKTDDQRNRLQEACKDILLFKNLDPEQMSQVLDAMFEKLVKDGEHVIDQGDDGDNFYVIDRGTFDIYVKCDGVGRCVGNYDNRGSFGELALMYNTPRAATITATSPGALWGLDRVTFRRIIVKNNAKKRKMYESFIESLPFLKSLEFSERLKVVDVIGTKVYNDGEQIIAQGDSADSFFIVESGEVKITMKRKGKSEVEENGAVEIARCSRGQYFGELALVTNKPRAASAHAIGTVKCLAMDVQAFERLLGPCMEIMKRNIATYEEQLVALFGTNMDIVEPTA
# HTR5A inv ag = counter-screen for OPRM1-OPRD1 inverse agonists: human HTR5A inverse agonism | HTR5A cell line, luminescence | inhibition, % at 9.3 µM | actives 0.083% (n = 340,000); in the data active means inhibition mostly above about 23%, no sharp cut-off; inactive means mostly below about 18%;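 further: 0% = cells with DMSO and 100% = no-cell wells with DMSO; some compounds called inactive have numbers as strong as hits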
# Target sequence (P47898 whole entry, looked up): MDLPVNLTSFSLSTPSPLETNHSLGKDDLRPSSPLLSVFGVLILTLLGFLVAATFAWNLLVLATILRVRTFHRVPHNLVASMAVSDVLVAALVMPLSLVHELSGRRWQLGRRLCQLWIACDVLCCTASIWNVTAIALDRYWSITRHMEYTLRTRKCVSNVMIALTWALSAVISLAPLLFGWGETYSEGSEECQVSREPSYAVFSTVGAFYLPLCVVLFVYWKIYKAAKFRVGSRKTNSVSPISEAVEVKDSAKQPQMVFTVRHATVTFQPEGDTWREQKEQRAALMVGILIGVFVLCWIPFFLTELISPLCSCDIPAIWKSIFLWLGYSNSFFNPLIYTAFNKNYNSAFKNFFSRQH
# E coli growth = counter-screen for AddAB inhibitors: E. coli growth inhibition | actives 0.27% (n = 330,000) | AID 449728 | inhibition, % at 11.9 µM | E. coli V3065 growth, OD600 absorbance, 18 h;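 active means inhibition above the campaign's mean inhibition across all tested compounds plus 3 SD, cut at about 9.9% in these data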;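 further: uninfected addAB+ strain grown without phage in ampicillin broth; 0% = DMSO wells and 100% = ciprofloxacin 0.95 µg/ml wells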
# PKA-R1A act = PKA-R1A complex activation; activation, % at 11.4 µM; actives 0.083% (n = 340,000); PKA-R1A dissociation, Cy5-IP20 fluorescence polarization; scaled: DMSO 0%, 113 µM cGMP 100%; P00514+P68181;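 active means percent activation above the mean of all tested compounds plus 3 SD, cut at about 19% in these data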;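 further: higher means more PKAc released from R1A so a rise in polarization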
# PfHsp90 yeast 2 = inhibits growth of yeast expressing Plasmodium falciparum Hsp90. S. cerevisiae expressing PfHsp90, BacTiter-Glo ATP, 48 h; yeast lacking PDR1 and PDR3 efflux regulators. inhibition, % at 9.4 µM. actives 0.32% (n = 310,000). AID 504621;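 active means every replicate shows inhibition above about 80%, whatever the replicate mean, limit read from the data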;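 further: 0% = DMSO neutral controls and 100% = 20 µM radicicol positive controls; yeast relying on Plasmodium falciparum Hsp90 in place of its own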
# Mot1-301 SUMO = blocks SUMOylation pathway, rescuing yeast Mot1-301 growth; S. cerevisiae Mot1-301 growth rescue, ATP luminescence, 38.5C; percent above DMSO median, 100 means doubled; growth rescue, % at 18.8 µM; actives 1% (n = 320,000); AID 2716;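 active means every valid replicate shows activation above 250% relative to neutral control wells; inactive means the rest, any valid replicate at or below 250%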;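 further: OY570 slx delta 5 strain wells were the positive control but not used for scaling; some compounds called inactive have numbers as strong as hits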
# OPRM1-OPRD1 ag = agonists of human mu-delta opioid receptor heterodimerization. P35372+P41143. actives 0.3% (n = 340,000). cells, OPRM1-OPRD1 heterodimerization, luminescence. activation, % at 9.3 µM; in the data active means activation above about 18%;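 further: 0% = vehicle-treated cells and 100% = reference agonist; values of inactives mirror those of a sister screen read the other way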
# AddAB inh = less growth of phage-infected E. coli with AddAB; E. coli expressing H. pylori AddAB, absorbance growth; inhibition, % at 11.9 µM; actives 0.29% (n = 330,000); AID 435030; in the data active means inhibition above about 12%;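 further: 0% = vehicle wells of infected cells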
# * hit, by the source's call; · = no result given.
# Sequence of screens: Tat export inh	phage Ecoli inh	MOR-DOR inv ag	PKA-R2B activ	HTR5A inv ag	E coli growth	PKA-R1A act	PfHsp90 yeast 2	Mot1-301 SUMO	OPRM1-OPRD1 ag	AddAB inh
- O=C(Nc1ccc(S(=O)(=O)N2CCCC2)cc1)c1cc(F)c(F)cc1Cl
→ 3	2.4	11	-12	-2	1.4	-9	-12	151	-2.1	1.3
- CCOc1cc(-c2n[nH]c(=S)n2Cc2ccccc2)ccc1OC(F)F
→ 3	3.2	-5	0	-4	-3.4	-11	-2	0	1.2	0.3
- CC(=O)c1sc(NC(=O)CCN2C(=O)c3ccccc3C2=O)nc1C
→ -2	1.4	13	5	-6	-0.7	8	-6	-23	-2.6	0.4
- COc1ccccc1NC(=O)N1CCN(c2ccccn2)CC1
→ -6	2.8	8	4	-20	0.6	11	-4	-19	-1.4	0.9
- O=C(O)C1CCCN(S(=O)(=O)c2ccccc2)C1 (centres undefined)
→ -3	0.9	14	-6	-11	0.4	-9	5	0	-2.6	5.3
- CSc1nnc2c3cc(F)ccc3n(Cc3ccccc3)c2n1
→ -1	-0.3	19	-3	13	0.8	-8	-17	-28	-4.0	4.4
- CN(C(=O)c1ccc(S(=O)(=O)N(C)C)cc1)c1ccc2ccccc2c1
→ 2	0.8	19	-8	-29	-1.8	6	-15	116	-3.6	1.4
- Cc1cc(C)nc(SCC(=O)NC2CCCCC2C)n1 (centres undefined)
→ 4	2.7	-1	0	-5	1.5	0	6	1	0.1	0.9
- COc1ccc(C2CC3CC(c4ccccc4)N2O3)cc1 (centres undefined)
→ 3	-1.1	-16	4	20	2.9	-12	25	9	2.6	3.1
- COc1cccc(C(=O)NC(C)C(c2cccs2)N2CCOCC2)c1 (centres undefined)
→ 0	3.4	18	10	1	0.4	-6	10	-1	-3.3	1.0
- CCOC(=O)CNC(=O)Cn1cnc2c(nnn2-c2ccc(F)cc2)c1=O
→ 0	·	10	5	-9	-0.4	7	·	-3	-1.9	0.6
- Cc1cccc(C)c1NC1=NC(=S)N(c2ccc(C(=O)O)cc2)C12CCCCC2
→ -3	0.1	4	-3	-11	-1.8	-5	-3	-4	-1.0	1.6
- Cc1nn(Cc2ccccc2)c(Cl)c1C(=O)OC(C)C#N (centres undefined)
→ 0	0.6	1	-5	36	-2.6	-6	-12	14	-0.2	-0.8
- CCOC(=O)c1sc(C)c(C(=O)NCCCN2CCOCC2)c1N
→ -2	3.4	15	-2	-3	0.0	6	3	-6	-2.7	0.2
- CN(c1ccc(C(=O)N2CCCCC2)cc1)S(=O)(=O)c1cccs1
→ -3	2.1	5	8	-4	1.9	-13	-4	-1	-1.0	3.7
- O=C(O)/C=C/C(=O)Nc1ccc(Cl)c(C(=O)O)c1
→ -9	2.4	15	-6	-2	-0.4	-15	4	-5	-2.8	-1.0
- COc1cc(NC(=O)c2cccs2)ccc1NC(=O)c1ccccc1Cl
→ 0	3.4	12	-7	0	0.9	2	24	127	-2.4	2.9
- CC(=O)c1cccc(NC(=O)c2ccc([N+](=O)[O-])o2)c1
→ 0	16*	-33	2	-8	83*	0	-20	-9	6.7	89*
- CCNC(=O)N1CCC(c2nc3ccccc3s2)CC1
→ -11	1.4	11	-10	3	-1.4	10	12	10	-2.3	1.0
- O=C(NC(=S)NCCc1ccccc1)c1ccccc1F
→ 1	1.5	-14	-1	14	3.1	-2	-44	-6	4.3	1.3
- O=C(COC(=O)CCc1nc2ccccc2c(=O)[nH]1)NC(=O)NC1CCCC1
→ -14	4.1	20	-2	-11	-0.2	0	-5	10	-4.5	3.9
- CCCc1ccc(OCc2ccc(C(=O)NCc3cccnc3)o2)c(OC)c1
→ -3	5.5	16	-1	-20	0.5	-3	-10	-6	-3.0	1.9
- COc1ccc(OC)c(CCNC(=O)c2ccc3c(c2)N(Cc2ccc(F)cc2)CCS3)c1
→ 2	·	3	-3	3	-0.8	-10	-16	365*	-0.7	1.9
- COc1cccc(-c2noc(CCC(=O)NC3CCCCC3)n2)c1
→ 4	2.5	2	0	10	1.7	2	-12	-4	-0.4	2.0
- CCCCN(C(=O)C1CCCC1)C1CCS(=O)(=O)C1 (centres undefined)
→ 10	0.2	-33	3	-16	·	0	9	·	5.0	·
- COC(=O)CCn1nnc(-c2ccc(C(C)C)cc2)n1
→ -5	1.0	-12	1	-5	1.3	1	-30	4	2.5	5.8
- O=C(Cn1cc2c(n1)CCCCC2)NCc1cccs1
→ -16	2.3	9	6	8	1.4	11	·	14	-1.8	3.2
- CC(C)(C)OC(=O)NCCCC[C@H](NC(=O)c1[nH]cnc1C(=O)N[C@@H](Cc1ccccc1)C(=O)OC(C)(C)C)C(=O)OC(C)(C)C
→ 0	1.5	3	3	11	2.8	-6	13	-1	-0.7	3.1
- CC(Sc1nnc(-c2ccc(OC(F)F)cc2)o1)C(=O)NCC1CCCO1 (centres undefined)
→ -7	-0.4	12	-1	3	-0.1	-7	-22	-13	-2.1	-0.1
- CCOc1ccc(S(=O)(=O)NCCC(=O)N(C)Cc2ccc(C)o2)cc1
→ -7	0.2	0	-7	-1	-0.3	-5	-6	-15	0.0	-2.2
- CCN(C(=O)CCNC(=O)Cn1cnc2ccccc2c1=O)c1ccccc1F
→ -2	-0.6	12	-2	-2	1.1	4	-1	-3	-1.9	4.2
- CC1=C(C#N)C(c2ccoc2)C(C(=O)OCc2ccccc2)=C(N)S1 (centres undefined)
→ 3	1.3	-28	2	-6	-1.2	-10	13	-18	5.2	0.5
- CCOC(=O)c1sc(=S)n(CC)c1NC(=O)CC
→ 1	-0.2	-8	6	22	-2.4	-11	3	-13	1.5	-1.5
- Cc1ccc(-c2cc(N)n(-c3ccccc3)n2)cc1
→ -8	1.3	1	4	-4	0.2	-2	-2	7	-0.1	-0.9
- O=C(Nc1ccccc1C(=O)O)c1cc(S(=O)(=O)N2CCCCC2)c(Cl)cc1Cl
→ -5	1.2	-7	-4	-12	0.4	-4	29	109	1.2	3.5
- O=c1[nH]c2ccc(NC(=S)Nc3ccccc3)cc2[nH]1
→ -3	2.8	9	-7	1	-0.1	-5	3	2	-1.6	0.9
- COc1ccc(C(=O)c2c[nH]c(C(=O)NCCCn3ccnc3)c2)cc1
→ 0	2.3	12	2	4	1.7	-8	·	9	-2.5	0.4
- COc1cccc2c1Oc1cc([N+](=O)[O-])cc(N(C)C(C)=O)c1C=C2
→ -1	0.9	-13	-3	-5	-2.2	-8	-9	-13	2.6	0.4
- CCCCOC(=O)c1ccc(NC(=O)CSc2nncn2C)cc1
→ 4	2.2	10	2	-4	3.6	0	-10	-12	-2.3	4.4
- CCC(O)(c1ccccc1)C(CN1CCOCC1)c1ccccc1 (centres undefined)
→ -2	0.8	-5	12	-15	-0.3	7	-6	-14	0.9	0.0
- Oc1ccc(-c2nccc(-c3cccs3)n2)cc1
→ 18	1.8	14	3	-3	-2.0	2	·	·	-2.5	1.5
- O=C(CSCc1ccc(Cl)cc1)N/N=C/c1c(Cl)cccc1Cl
→ 7	3.7	-7	1	-4	1.5	4	-21	-11	1.3	5.3
- COc1ccc(N(CC(=O)NCc2ccc(F)cc2)S(=O)(=O)c2c(C)n[nH]c2C)cc1
→ -1	1.2	6	-6	19	1.1	8	-97	1	-1.2	1.6
- COc1ccccc1NS(=O)(=O)c1cc(NC(=O)c2ccccc2[N+](=O)[O-])ccc1N1CCOCC1
→ 1	2.8	7	-1	8	-0.9	12	·	12	-1.3	-0.3
- CC(C)C[C@@H](CNCC(=O)[C@H](Cc1c[nH]c2ccccc12)NC(=O)c1[nH]cnc1C(=O)N[C@H](CN)CC(C)C)NC(=O)c1nc[nH]c1C(=O)N[C@@H](CC(=O)O)C(=O)O
→ -6	3.5	14	-1	7	·	-15	-27	·	-3.0	·
- COc1ccc(-c2cn(-c3ccccc3)c(=S)[nH]2)cc1OC
→ 2	-1.3	2	-4	1	0.3	1	-9	5	-0.5	-0.2
- Cc1ccc(NC(=O)COC(=O)c2cccnc2)c(C)c1
→ 0	4.1	4	-18	-2	-0.2	3	10	160	-0.8	0.8
- Cc1cc(C)c(-c2csc(NC(=O)C3=COCCO3)n2)cc1C
→ 5	4.6	-32	-6	-31	-0.9	3	·	12	6.1	2.0
- Cc1ccc(S(=O)(=O)NNC(=O)c2sc3nc(C)cc(C)c3c2-n2cccc2)cc1
→ 0	2.9	-10	-7	-3	-1.5	-4	50	4	1.9	-1.5
- COC(=O)c1sc(NC(=O)CN2CCN(c3cccc(Cl)c3)CC2)c(C(=O)OC)c1C
→ 1	0.7	5	-9	18	·	-10	-9	·	-1.0	·
- COc1ccccc1Nc1nc(-c2sc(N)nc2C)cs1
→ 3	2.4	6	-5	-11	-2.5	-3	-8	-8	-1.3	-0.3
- CC(c1ccccn1)C(C)(O)C(C)c1ccccn1 (centres undefined)
→ 3	1.5	12	-11	-2	·	-10	·	·	-2.3	·
- NC(=O)CC(NC(=O)c1cccc(Br)c1)c1ccc(N2CCC(N3CCCC3)CC2)c([N+](=O)[O-])c1 (centres undefined)
→ 1	-0.5	14	-7	-12	-2.5	-5	6	0	-2.4	1.4
- CCN1C(=O)[C@H]2[C@@H](c3ccc(-c4ccc(Cl)c(Cl)c4)cc3)N3CCCC[C@@]3(C(=O)OC)[C@H]2C1=O
→ -3	2.3	1	-1	-7	2.4	-1	-6	1	-0.2	0.2
- CC(C)C1NCCc2c1sc1ccccc21 (centres undefined)
→ 6	0.7	9	-14	-6	0.8	5	-10	-6	-1.7	2.5
- COc1ccccc1C(=O)Nc1ccc(-c2nnn(CC(=O)N3CCN(C(=O)c4ccco4)CC3)n2)cc1
→ -9	2.5	14	-4	-8	0.9	-8	1	-6	-2.2	1.5
- COc1ccc(CCNC(=O)CN(c2ccc(OC)c(OC)c2)S(C)(=O)=O)cc1OC
→ 8	-0.5	11	5	2	-0.2	-12	·	0	-2.0	-1.4
- CSc1ccc(NC(=O)C(C)N2CCN(C)CC2)cc1 (centres undefined)
→ 7	1.1	8	-2	1	1.9	1	10	-9	-1.6	0.0
- Cc1nc2ccccc2n1/N=C/c1ccc([N+](=O)[O-])o1
→ -7	12*	-7	-12	9	98*	-14	-64	16	1.2	100*
- CCC(C)(C)NC(=O)CN(Cc1cccs1)C(=O)CCC(=O)Nc1nccs1
→ 3	-0.2	3	-9	3	-1.2	-6	14	-5	-0.6	1.4

# The list goes on:
# Sequence of screens: Tat export inh	phage Ecoli inh	MOR-DOR inv ag	PKA-R2B activ	HTR5A inv ag	E coli growth	PKA-R1A act	PfHsp90 yeast 2	Mot1-301 SUMO	OPRM1-OPRD1 ag	AddAB inh
- Cc1ccc(N(O)C(C)(C)C)cc1
→ -7	1.8	12	-4	-15	·	-4	-9	·	-2.8	·
- O=S(=O)(Nc1cccc(-c2cn3cccnc3n2)c1)c1ccc(F)cc1
→ -8	2.9	1	-5	5	-0.5	3	-2	-16	-0.2	0.2
- O=C(NCC1CCCN1S(=O)(=O)c1cccs1)C(=O)Nc1ccc(F)cc1F (centres undefined)
→ -5	-0.4	0	-9	1	1.6	0	·	234	0.0	0.8
- CCCN1CCN(C(=S)Nc2ccc(S(N)(=O)=O)cc2)CC1
→ -4	3.5	9	14	-20	1.9	-5	-7	18	-1.9	1.5
